TRHR enhancer – qHTS for Small Molecule Agonists and Allosteric Enhancers of Human TRH Receptor: Primary Screen for Enhancers; Thyrotropin-releasing hormone receptor (Homo sapiens), P34981; TRHR cells, fluo-8 calcium fluorescence, EC20 TRH enhancement; enhancement, % at 2 µM; 360,000 compounds, 0.66% hits; AID 493056, 2011; in the data active means enhancement above about 30%; further: 0% is about no effect
Target sequence (P34981 whole entry, looked up): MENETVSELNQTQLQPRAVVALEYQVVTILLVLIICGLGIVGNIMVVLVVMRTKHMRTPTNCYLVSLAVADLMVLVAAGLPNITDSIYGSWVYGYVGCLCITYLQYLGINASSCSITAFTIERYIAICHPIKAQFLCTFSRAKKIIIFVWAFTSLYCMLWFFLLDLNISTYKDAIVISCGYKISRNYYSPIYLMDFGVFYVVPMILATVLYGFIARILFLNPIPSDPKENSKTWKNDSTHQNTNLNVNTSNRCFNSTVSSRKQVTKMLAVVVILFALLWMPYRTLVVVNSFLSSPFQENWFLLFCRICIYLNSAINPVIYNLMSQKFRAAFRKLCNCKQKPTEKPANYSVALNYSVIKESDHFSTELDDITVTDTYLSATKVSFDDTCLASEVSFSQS
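TRHR-expressing cells loaded with fluo-8 calcium dye were read kinetically (ex 480/em 530) during compound addition, then stimulated with an EC20 of TRH (10 nM final). Enhancement of the Gq-mediated intracellular calcium response was scored.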
RXFP1 antag – qHTS Assay for Antagonists of the Relaxin Receptor RXFP1. Relaxin receptor 1 (Homo sapiens), Q9HBX9. HEK293-RXFP1, relaxin-stimulated cAMP HTRF, 30 min; stronger effect = lower value. activity change, negative = inhibition, % at 57.5 µM. 350,000 compounds, 0.59% hits. AID 1259400, 2018;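 active means activity change of -60% or lower, but not beyond a set lower limit; inconclusive means change between -60% and -40%, or beyond the set limit; inactive means change above -40%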; further: on the % scale 0 is the no-effect control and ±100 the full control effect
D1 antagonist – Antagonist of Human D 1 Dopamine Receptor: qHTS. HEK293 TREx D1 cells, calcium flux, dopamine EC80; stronger effect = lower value. activity change, negative = inhibition, % at 10 µM. 360,000 compounds, 3.2% hits. AID 504652, 2011; in the data active means activity change below about -30%; further: on the % scale 0 is the no-effect control and ±100 the full control effect
Target sequence (P21728 whole entry, looked up): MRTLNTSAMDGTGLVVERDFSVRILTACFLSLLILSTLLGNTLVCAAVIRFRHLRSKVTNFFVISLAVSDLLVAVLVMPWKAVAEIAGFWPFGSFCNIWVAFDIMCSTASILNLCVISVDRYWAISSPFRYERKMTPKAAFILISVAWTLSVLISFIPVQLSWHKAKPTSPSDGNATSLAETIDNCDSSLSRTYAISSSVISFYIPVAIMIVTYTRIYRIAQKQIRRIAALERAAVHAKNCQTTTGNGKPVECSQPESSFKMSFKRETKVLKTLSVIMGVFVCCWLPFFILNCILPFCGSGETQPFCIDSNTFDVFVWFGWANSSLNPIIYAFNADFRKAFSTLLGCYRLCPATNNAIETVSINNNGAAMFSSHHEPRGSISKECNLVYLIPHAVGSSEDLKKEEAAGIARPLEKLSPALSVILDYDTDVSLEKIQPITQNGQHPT
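After overnight tetracycline induction at 30 C, force-coupled D1 HEK293 cells took up a no-wash calcium dye at room temperature. Compounds were added and monitored 180 s, and the response to EC80 dopamine was then recorded.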
TRHR agonist – qHTS for Small Molecule Agonists and Allosteric Enhancers of Human TRH Receptor: Primary Screen for Agonists; Thyrotropin-releasing hormone receptor (Homo sapiens), P34981; TRHR cells, calcium flux fluo-8, FDSS agonist mode; activation, % at 2 µM; 360,000 compounds, 0.18% hits; further: 0% is about no effect
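Steps: seed TRHR cells overnight; add fluo-8 no-wash Ca dye, RT 30 min–1.5 h; record 10 s baseline; pin-transfer compounds; monitor fluorescence 1 cycle/s for the agonist window. Calcium increases flag candidate agonists.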
D2 PAM – HTS Assay for Positive Allosteric Modulators of the Human D2 Dopamine Receptor: Primary Screen for Potentiators | D(2) dopamine receptor (Homo sapiens), P14416 | HEK293 T-REx D2, calcium flux, EC20 dopamine potentiation | potentiation, % at 10 µM | 340,000 compounds, 0.34% hits;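 active means potentiation over 3 SD above the plate norm, cut at about 30% in these data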; further: 0% is about no effect
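Potentiation of an EC20 dopamine calcium response measured kinetically over 180 s, after a preceding 180 s compound-only read flagging agonists. Cells: inducible Hek293 Trex D2 line, 4000/well, cultured overnight at 30 C before dye loading.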
D1 ag – Allosteric Agonists of the Human D1 Dopamine Receptor: qHTS; D(1A) dopamine receptor (Homo sapiens), P21728; HEK293 T-REx D1 cells, calcium flux, agonist mode; activation, % at 2 µM; 360,000 compounds, 1% hits; AID 504660, 2011; further: 0% is about no effect
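Agonism was scored from calcium flux recorded over 180 s (1 read/s) after pintool compound addition, following a 10-cycle baseline. Cells were inducible force-coupled HEK293 TREx D1, plated overnight at 30 C and loaded with no-wash calcium dye.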
D2 agonist – HTS Assay for Allosteric Agonists of the Human D2 Dopamine Receptor: Primary Screen for Agonists; D(2) dopamine receptor (Homo sapiens), P14416; HEK293 T-REx D2 cells, calcium flux agonist mode; activation, % at 2 µM; 340,000 compounds, 0.53% hits; AID 485358, 2010;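 active means activation over 3 SD above normal in the single-dose calcium agonist read, cut at about 30% in these data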; further: 0% is about no effect
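Tetracycline-induced HEK293 T-REx cells with force-coupled D2 receptor, plated overnight at 30 C, loaded with no-wash calcium dye. After a 10 s baseline, compound was pin-added and calcium flux read kinetically for 180 s; calcium rises flagged agonists.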
D1 potentiator – Potentiators of Human D1 Dopamine Receptor: qHTS. D(1A) dopamine receptor (Homo sapiens), P21728. HEK293 TREx D1 cells, calcium flux, dopamine EC20 potentiation. potentiation, % at 10 µM. 360,000 compounds, 0.036% hits. AID 504651, 2011; in the data active means potentiation above about 30%; further: 0% is about no effect
D2 antagonist – HTS Assay for Allosteric Antagonists of the Human D2 Dopamine Receptor: Primary Screen for Antagonists; 340,000 compounds, 2% hits; inhibition, % at 10 µM; HEK293 TREx D2 cells, calcium flux, dopamine EC80; D(2) dopamine receptor (Homo sapiens), P14416; in the data active means inhibition above about 30%; further: 0% is about no effect
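Compounds are added to dye-loaded, induced HEK293 T-REx cells coupled to calcium release via D2; after a 3 min kinetic read an EC80 dopamine stimulus is given and fluorescence is recorded for 3 more min.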
* hit, by the source's call; ? = inconclusive; nt = no result given. Unless noted, no stated cut-off is given here; in the data, active means activation above about 30%; inactive means the rest. Outcome played no part in choosing rows; about 7.3% have a hit in one of these screens.

SMILES	TRHR enhancer	RXFP1 antag	D1 antagonist	TRHR agonist	D2 PAM	D1 ag	D2 agonist	D1 potentiator	D2 antagonist
Cc1cc(C)c(NC(=O)c2cc(S(=O)(=O)N3CCOCC3)ccc2F)c(C)c1	1.2	9.0	-10.3	-0.1	14.8	-1.0	-1.5	-2.7	-14.2
CCc1ccc(S(=O)(=O)Nc2ccc(Br)cn2)cc1	0.0	-4.9	-30.1*	-1.3	9.7	-4.0	-1.6	-5.0	-19.9
Cc1ccc(S(=O)(=O)c2cc3c(=O)n4ccccc4nc3n(C3CCCC3)c2=N)cc1	-1.5	-83.6*	-14.2	-1.1	-6.9	9.6	-0.3	-2.2	-17.9
O=C(Nc1ccnn1C1CCN(C(=O)c2cc(Cl)ccc2F)CC1)C1CCOC1 (stereo not drawn)	5.5	1.3	-4.4	-0.5	-6.6	2.9	0.1	-4.2	6.5
CCOC(=O)C1=C(Cc2ccc(OC)cc2)C(=O)c2ccccc2C1=O	10.1	?	-8.6	11.5	-2.5	26.8	14.6	-1.4	3.9
Cn1c(/N=C/c2cc(Cl)ccc2O)nc2ccccc21	2.6	5.5	7.0	0.5	19.4	0.0	0.0	-0.4	-6.0
O=c1cc(N2CCOCC2)[nH]c(=O)n1-c1ccc(Cl)cc1	-1.9	nt	0.0	0.0	-4.1	3.0	-0.1	nt	41.1*
O=C(Nc1nnc(SCCN2CCOCC2)s1)C1CC(=O)N(c2ccc(F)cc2)C1 (stereo not drawn)	-0.8	-14.7	22.9	0.9	4.9	2.3	nt	-0.8	nt
CC(=O)Cc1nsc(NC(=O)c2cn(-c3ccccc3)nc2-c2ccc(Br)cc2)n1	5.0	-6.6	-21.2	0.2	15.9	-0.1	0.5	-3.6	-0.8
COc1ccccc1OCC(=O)Nc1oc(-c2ccccc2)c(-c2ccccc2)c1C#N	1.8	-17.7	8.6	0.2	8.2	2.6	0.5	-7.2	7.4
C/C(CC(=O)N1CCN(C=O)CC1)=N\NC(=O)c1ccc(Cl)cc1	-7.1	?	4.7	1.2	5.7	-0.3	0.6	-4.0	-4.2
Cc1cccc(C)c1NC(=O)CNC(=O)Cc1ccccc1[N+](=O)[O-]	-1.9	-23.7	-10.1	0.4	nt	-0.9	4.8	-5.0	-5.7
CC(CNC(=O)COc1ccccc1)OC(=O)Nc1ccc(Cl)c(Cl)c1 (stereo not drawn)	-4.1	?	-21.6	-0.1	-3.3	13.9	-0.2	-8.0	5.3
N/C(=N\OC(=O)COc1ccc(Br)cc1Cl)c1cccnc1	-2.6	-7.3	-8.7	-0.7	16.5	13.0	-0.2	-3.6	4.3
NC(=O)c1cccc2ccccc12	-6.2	14.9	-17.2	-0.1	-1.4	0.9	0.2	-1.4	-1.0
COc1ccccc1N(CC(=O)NCCc1ccccc1)C(=O)CCC(=O)Nc1cc(C)ccn1	13.7	8.1	2.1	-0.9	-3.2	0.5	-1.0	-3.6	4.7
COc1ccc(-c2csc(N3N=C(C)C(C)C3=O)n2)cc1 (stereo not drawn)	2.1	-21.3	6.2	0.4	-4.9	5.5	1.4	-2.9	-19.9
O=C(CCCCCn1c(=O)[nH]c2ccccc2c1=O)NCc1ccc(Cl)cc1	0.7	-18.2	1.1	-0.3	3.7	1.5	1.2	-1.3	nt
CCCCn1c(SCC(=O)Nc2cc(C)[nH]n2)nc2ccsc2c1=O	5.6	6.6	29.8	-0.2	5.4	1.0	-0.3	2.0	-3.7
CCOC(=O)C1(C)/C(=N/Nc2ccccc2OC)C(=O)C(=O)N1c1ccccc1 (stereo not drawn)	9.0	-10.8	21.8	-0.6	5.2	-0.6	-0.7	4.6	9.5
C[C@@H](NC(=O)c1[nH]cnc1C(=O)Nc1ccccc1)c1ccccc1	35.8*	nt	nt	0.8	7.7	-2.4	1.5	1.8	5.3
O=C(N/C(=C/c1cccnc1)C(=O)N1CCOCC1)c1ccccc1Cl	-5.0	12.7	6.9	0.2	-5.5	1.1	-0.8	-1.1	1.6
Brc1ccc(OCc2ccccc2)c(CNCc2ccncc2)c1	-3.4	-89.0*	1.8	-0.6	-18.7	2.0	1.6	-9.4	-42.0
Cc1ccc(NC(=O)N/C=C/c2ccc(Cl)cc2)cc1	-1.5	6.3	-11.4	-0.9	2.5	9.1	-0.3	-5.2	11.2
CC(=O)N(C)c1ccc(NC(=O)Nc2cccc3ccccc23)cc1	9.5	-7.2	5.7	-0.4	6.0	0.1	-0.2	-8.2	11.1

Arranged by the number under D1 potentiator (descending): three of the compounds above
| SMILES | D1 potentiator |
| --- | --- |
| CCCCn1c(SCC(=O)Nc2cc(C)[nH]n2)nc2ccsc2c1=O | 2.0 |
| C[C@@H](NC(=O)c1[nH]cnc1C(=O)Nc1ccccc1)c1ccccc1 | 1.8 |
| COc1ccccc1N(CC(=O)NCCc1ccccc1)C(=O)CCC(=O)Nc1cc(C)ccn1 | -3.6 |

(next part)
SMILES	TRHR enhancer	RXFP1 antag	D1 antagonist	TRHR agonist	D2 PAM	D1 ag	D2 agonist	D1 potentiator	D2 antagonist
O=C(CCNC(=O)c1ccc([N+](=O)[O-])cc1)NCc1ccccc1	1.5	-6.7	-11.5	0.0	-5.8	-0.1	-0.5	-2.0	-8.4
Cc1c(CC(=O)NCCCCCC(=O)O)c(=O)oc2c(C)c3oc4c(c3cc12)CCCC4	-1.4	-11.9	-2.5	-0.4	-8.0	3.4	0.4	-3.0	11.0
O=C(NCCCn1ccnc1)c1ccncc1	1.4	-2.4	-4.8	0.9	-0.6	3.8	0.5	-3.0	15.1
CCOc1ccc(C(NC(C)=O)c2ccc(OC)c(OC)c2)cc1 (stereo not drawn)	3.4	8.6	-11.2	0.6	-1.6	2.2	1.1	-0.9	-26.1
O=C(N/C(=C\c1ccccc1)C(=O)N1CCOCC1)c1ccco1	30.4*	8.1	-11.0	-1.0	19.3	3.3	-0.5	-1.6	4.9
CC(=O)c1ccc(NC(=S)NC(=O)/C=C/c2ccc(F)cc2)cc1	7.0	3.8	-0.1	-1.1	5.1	6.6	0.3	-5.8	-5.0
Cc1ccc(N2CCN(C(=O)c3ccccc3F)CC2)c(C)c1	-4.7	2.4	-10.3	-0.4	-15.8	-2.4	-0.4	-3.0	9.9
O=c1nc(SCc2ccccc2Cl)nc(-c2ccc(Cl)cc2)[nH]1	2.4	-16.3	-1.3	0.2	3.2	1.1	-0.4	1.5	1.9
C=CCC1(CC=C)CCCN1Cc1nc(COc2ccccc2)no1	-1.6	-8.5	8.0	0.0	0.7	1.6	-0.7	3.0	-3.3
CCCn1c(N)nc2ccccc21	1.0	-2.4	-17.9	-0.6	24.6	1.9	-0.6	-1.4	-9.0
O=C(Nc1ccccc1[N+](=O)[O-])c1cc2ccccc2nc1Cl	-0.9	11.3	2.5	0.0	nt	1.5	nt	1.4	nt
CCOc1ccc(NC(=O)CSc2cn[nH]n2)cc1	-2.3	-14.0	2.3	-0.3	0.4	0.1	-0.3	1.8	-7.5
O=C(c1cnn(-c2cccc(F)c2)c1-n1cccc1)N1CCN(c2ccccc2F)CC1	-0.3	?	-2.2	-0.4	6.3	1.9	-0.3	-1.0	nt
Cc1c(CNC(C)CCc2ccccc2)c(C(=O)O)c(C)n1Cc1ccc(F)cc1 (stereo not drawn)	-8.1	-13.0	1.6	-0.1	2.4	-0.9	nt	-0.7	nt
O=C(COc1ccc2c3c(c(=O)oc2c1)CCC3)N1CCN(c2ccc(F)cc2)CC1	20.0	-5.3	-13.9	-0.5	4.0	0.1	0.4	3.0	-1.1
COc1ccc(CCNC(=O)CC2(CC3=NS(=O)(=O)c4ccccc4N3)CCCC2)cc1OC	-9.4	1.2	0.6	-0.8	-2.5	0.8	0.2	8.1	5.8
COc1cccc(C2CNC3(CCCC(C)C3)c3[nH]c4ccccc4c32)c1OC (stereo not drawn)	-5.7	5.6	7.7	1.8	-25.4	13.0	1.6	-8.3	-7.9
CC(C)(C)OC(=O)N1CCC(c2c(C(=O)NCCN3CCOCC3)cnn2-c2ccc(F)cc2F)CC1	11.2	-10.4	17.4	-0.3	-5.9	0.4	0.4	1.6	nt
O=C(NCCC(=O)N(Cc1ccco1)Cc1cccs1)c1ccc([N+](=O)[O-])cc1	-12.3	-0.4	-8.7	-0.3	-0.4	2.0	-1.1	-7.7	18.5
C=CCn1c(C(CC)CC)nc2ccccc21	0.0	-9.1	-25.8	-2.4	10.4	3.6	-5.0	1.1	-16.5
Cc1ccc(C)c(N2CCN(C(=O)C3CCN(Cc4nc(-c5cccc(Cl)c5)oc4C)CC3)CC2)c1	14.9	nt	0.0	-0.4	3.9	7.2	0.1	-3.2	nt
CCc1ccc(OCC(=O)Nc2cccc3c2CCCC3)cc1	-1.2	-6.5	6.7	0.2	-2.2	6.5	-0.6	-2.7	-1.1
CNCCCOc1cccc(Oc2ccccc2)c1	0.9	-26.3	-4.5	-2.2	-19.8	17.1	-1.0	-3.4	-7.6
O=C(NC1CCCC1)C(=O)c1c[nH]c2ccccc12	-1.9	-1.1	5.6	-0.7	6.9	6.1	0.0	-2.4	5.7
O=C(NCC1CCN(S(=O)(=O)c2ccccc2)CC1)Nc1ccc(F)cc1	-8.0	-39.2	2.4	0.8	-4.7	4.4	0.7	-2.3	0.8
CC1=C(C(=O)O)N2C(=O)C(NC(=O)c3c(F)cccc3F)C2SC1 (stereo not drawn)	1.8	-5.1	-24.8	0.5	1.2	4.3	-0.3	-0.8	11.1
COc1ccccc1CNC(=O)c1cc(S(=O)(=O)N2CCCC(C)C2)cn1C (stereo not drawn)	38.2*	nt	-17.2	-0.8	0.1	2.0	nt	-1.3	nt
CCN(Cc1ccncc1)C(=O)CCc1ccccc1	3.5	-7.6	7.8	1.3	1.9	4.1	0.1	-1.0	6.1
CCCC(=O)Nc1cc(C)cn(Cc2c(F)cccc2Cl)c1=O	-1.9	3.5	0.9	0.0	8.0	0.1	-0.2	-1.6	1.8

An excerpt of these results, with values under each structure.
Below each SMILES – TRHR enhancer	RXFP1 antag	D1 antagonist	TRHR agonist	D2 PAM	D1 ag	D2 agonist	D1 potentiator	D2 antagonist
- CNCCCOc1cccc(Oc2ccccc2)c1
→ 0.9	-26.3	-4.5	-2.2	-19.8	17.1	-1.0	-3.4	-7.6
- O=C(NC1CCCC1)C(=O)c1c[nH]c2ccccc12
→ -1.9	-1.1	5.6	-0.7	6.9	6.1	0.0	-2.4	5.7
